RXFP1 ag – qHTS Assay for Agonists of the Relaxin Receptor RXFP1; AID 2676, 2010; actives 0.3% (n = 370,000); Potency, µM (titrated, usually from 57.5 µM), for the others: at the highest dose activation, hits mostly activators; HEK293T-RXFP1 cAMP TR-FRET, 30 min; response scale: percent of porcine relaxin response, buffer zero; also: % is scaled to controls: 0 for no effect and ±100 for the full control effect; nearly all actives have a fitted effect of over 60% in size; many of its hits are not listed in these tables
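HEK293T cells stably expressing RXFP1 were pretreated with the PDE4 inhibitor Ro 20174, exposed to compounds for 30 min at 37C, lysed, and cAMP was read by TR-FRET. Data normalized to buffer (basal) and 29 nM porcine relaxin (100%).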
Vif-APOBEC3G blk – qHTS for Inhibitors of Vif-A3G Interactions: qHTS; HeLa A3G-eYFP + Vif (tagged APOBEC3G with the HIV-1 protein that degrades it), YFP fluorescence, overnight; AID 602310, 2012; DNA dC->dU-editing enzyme APOBEC-3G (Homo sapiens), Q9HC16; actives 0.076% (n = 410,000); Potency, µM (doses to about 46.1 µM), for the others: top-dose activity, negative = active, hits mostly inhibitors;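 also: % is scaled to controls: 0 for no effect and ±100 for the full control effect; nearly all actives have a fitted effect of over 60% in size; hits raise eYFP signal because A3G escapes Vif-driven loss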
Target sequence (Q9HC16 whole entry, looked up): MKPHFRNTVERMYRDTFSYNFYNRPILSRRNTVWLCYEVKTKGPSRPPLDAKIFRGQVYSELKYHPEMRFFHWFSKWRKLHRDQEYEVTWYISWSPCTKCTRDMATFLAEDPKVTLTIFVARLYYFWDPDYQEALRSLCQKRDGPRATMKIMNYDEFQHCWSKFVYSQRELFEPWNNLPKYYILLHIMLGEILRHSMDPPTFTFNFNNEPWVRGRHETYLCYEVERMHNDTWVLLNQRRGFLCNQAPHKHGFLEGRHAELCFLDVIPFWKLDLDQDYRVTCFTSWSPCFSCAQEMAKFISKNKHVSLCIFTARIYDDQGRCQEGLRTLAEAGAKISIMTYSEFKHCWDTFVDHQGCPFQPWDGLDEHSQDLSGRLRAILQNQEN
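Read-out is eYFP fluorescence (Ex 488/Em 500-530) from Vif-expressing HeLa A3G-eYFP cells; more signal means A3G escaped Vif-mediated degradation. Cells plated overnight, compound pinned in, incubated overnight at 37 deg C.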
12-LOX inh – Primary qHTS assay for inhibitors of human arachidonate 12S-lipoxygenase (ALOX12): Round 2 | Polyunsaturated fatty acid lipoxygenase ALOX12 (Homo sapiens), P18054 | purified 12hLO, xylenol orange hydroperoxide absorbance | Potency, µM (highest dose often 108 µM), for inactives: at the top dose activity change, negative = inhibition, actives largely listed as inhibitors | actives 1.1% (n = 580,000) | AID 1671190, 2021; also: % is scaled to controls: 0 for no effect and ±100 for the full control effect
Target sequence (P18054 whole entry, looked up): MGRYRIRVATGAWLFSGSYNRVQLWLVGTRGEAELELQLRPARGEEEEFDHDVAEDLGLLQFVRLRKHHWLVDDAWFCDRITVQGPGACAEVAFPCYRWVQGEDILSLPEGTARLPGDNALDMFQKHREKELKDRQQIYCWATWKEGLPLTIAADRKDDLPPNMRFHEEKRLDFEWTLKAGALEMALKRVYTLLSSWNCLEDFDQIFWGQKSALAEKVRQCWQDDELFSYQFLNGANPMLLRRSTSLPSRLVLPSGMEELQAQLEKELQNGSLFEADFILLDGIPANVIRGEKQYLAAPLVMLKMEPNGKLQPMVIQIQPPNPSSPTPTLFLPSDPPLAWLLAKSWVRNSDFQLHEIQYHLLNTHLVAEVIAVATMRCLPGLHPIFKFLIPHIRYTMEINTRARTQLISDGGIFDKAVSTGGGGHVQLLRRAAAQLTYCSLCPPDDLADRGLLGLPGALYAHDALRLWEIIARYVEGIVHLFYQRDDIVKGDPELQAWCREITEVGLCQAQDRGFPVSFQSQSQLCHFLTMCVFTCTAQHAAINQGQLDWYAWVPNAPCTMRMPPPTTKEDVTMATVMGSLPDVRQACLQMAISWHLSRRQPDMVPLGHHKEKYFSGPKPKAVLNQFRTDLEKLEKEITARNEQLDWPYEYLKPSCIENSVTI
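Hydroperoxide product was detected by ferrous iron/xylenol orange as the 573 to 405 nm absorbance ratio. Arachidonic acid at 40 uM (final) was turned over for 30 min at room temperature by 150 nM human 12hLO, pH 7.0 Hepes buffer, after 15 min compound preincubation.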
RGS4 inh – Inhibitors of Regulator of G Protein Signaling (RGS) 4: qHTS; actives 0.039% (n = 390,000); Potency, µM (series often up to 114 µM), inactives show top-dose activity change, negative = inhibition, actives largely listed as inhibitors; AID 504845, 2011; Transcreener GDP fluorescence polarization, RGS4-accelerated GTP hydrolysis; Regulator of G-protein signaling 4 (Homo sapiens), P49798; also: % is scaled to controls: 0 for no effect and ±100 for the full control effect; nearly all actives have a fitted effect of over 75% in size; some results filed as inactive show a strong effect at the top dose
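MLSMR compounds (23 nl, pin-transferred) preincubated 10 min at room temperature with a 500nM (2x) first reagent, then RGS4 at 900nM (2x) plus Transcreener GDP mix added; fluorescence polarization (620/688 nm) read before and after 90 min at 30 °C.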
TrxR1 inh – qHTS Assay for Inhibitors of Mammalian Selenoprotein Thioredoxin Reductase 1 (TrxR1): qHTS; Thioredoxin reductase 1, cytoplasmic (Rattus norvegicus), O89049; recombinant rTrxR1, NADPH fluorescence consumption, selenite substrate; Potency, µM (series often up to 114 µM), inactives show at the top dose activity change, negative = inhibition, hits mostly inhibitors; actives 1% (n = 390,000); also: % is scaled to controls: 0 for no effect and ±100 for the full control effect; nearly all actives have a fitted effect of over 65% in size
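Rat TrxR1 (90 nM in the dispensed reagent) was pre-reduced with 400 uM NADPH for 5 min at room temperature, then incubated with compound for 15 min. After 400 uM selenite was added, NADPH fluorescence (Ex 340/Em 450 nm) was followed for 8 min.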
TrxR1 substrate – qHTS Assay for Substrates of Mammalian Selenoprotein Thioredoxin Reductase 1 (TrxR1): qHTS | Thioredoxin reductase 1, cytoplasmic (Rattus norvegicus), O89049 | actives 0.01% (n = 390,000) | purified TrxR1 substrate turnover, NADPH consumption readout | AID 588456, 2011 | Potency, µM (highest dose often 114 µM), without a hit: at the top dose activity change, negative = substrate turnover; also: % is scaled to controls: 0 for no effect and ±100 for the full control effect; nearly all actives have a fitted effect of over 50% in size
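Rat TrxR1, dispensed at 90 nM, was prereduced with 400 uM NADPH (final) for 5 min at ~22 deg C, then incubated with compound 15 min before 400 uM selenite. A first-read NADPH fluorescence drop versus no-compound background flagged substrates.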
Vif-A3F inh – qHTS for Inhibitors of Vif-A3F Interactions: qHTS; HeLa A3F-eYFP + Vif (tagged APOBEC3F with the HIV-1 protein that degrades it), YFP fluorescence increase; Potency, µM (doses to about 46.1 µM), without a hit: at the highest dose activity, negative = active; actives 0.2% (n = 390,000); also: % of control where 0% means no effect; nearly all actives have a fitted effect of over 65% in size
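HeLa cells stably expressing A3F-eYFP plus Vif, plated and incubated overnight at 37 deg C, then exposed to compounds overnight at 37 deg C. Blocked degradation read as raised yellow fluorescence (Ex 488/Em 500-530).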
USP1 inh – Inhibitors of USP1/UAF1: Primary Screen; recombinant USP1/UAF1, Ub-Rhodamine cleavage fluorescence; Ubiquitin carboxyl-terminal hydrolase 1 (Homo sapiens), O94782; actives 0.23% (n = 390,000); Potency, µM (series often up to 57.1 µM), for the others: at the top dose activity change, negative = inhibition, most hits filed as inhibitors; also: % is scaled to controls: 0 for no effect and ±100 for the full control effect; nearly all actives have a fitted effect of over 60% in size; inactives centre near -12
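High-throughput fluorogenic screen: 1nM USP1/UAF1 complex, Ub-Rho substrate 150nM final, 50mM HEPES pH 7.8 with 0.5mM EDTA, 0.1 mg/ml BSA, 1mM TCEP and 0.01% Tween-20.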
mIDH1 inhibitor – qHTS for Inhibitors of mutant isocitrate dehydrogenase 1 (IDH1): qHTS; Isocitrate dehydrogenase [NADP] cytoplasmic (Homo sapiens), O75874; IDH1-R132H enzyme, NADPH consumption, diaphorase/resazurin fluorescence; Potency, µM (highest dose often 76.6 µM), for inactives: at the top dose activity change, negative = inhibition, hits mostly inhibitors; actives 0.093% (n = 390,000); AID 602179, 2012; also: % is scaled to controls: 0 for no effect and ±100 for the full control effect; nearly all actives have a fitted effect of over 65% in size
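IDH1-R132H (0.5 ug/mL) preincubated 30 min with compound, then NADPH (0.016 mM) and alpha-KG (2 mM) added; 80 min at RT, pH 7.5. Remaining NADPH coupled via diaphorase/resazurin to fluorescence (540/590 nm); concentration-response curves normalized to no-enzyme control.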
* hit, by the source's call; ? = inconclusive; nt = no result given; & = joins results of further samples; [ ] = another dose, or the depositor's remark. Calls follow the shape of the dose curve; as a rule, active = well fitted curve in the direction sought with a large enough effect; inconclusive = small, poorly fitted or top-dose-only effect, or another doubt; inactive = no such curve, though single readings can be large; an effect the other way counts as inactive or inconclusive. Potency is read from the fitted curve at half-maximal effect.

SMILES | RXFP1 ag | Vif-APOBEC3G blk | 12-LOX inh | RGS4 inh | TrxR1 inh | TrxR1 substrate | Vif-A3F inh | USP1 inh | mIDH1 inhibitor
Cc1ccc(C)n1NC(=O)c1ccccc1O | -1.0% | -9% | ? | -22% | 24% | 3% | 4% | -24% | 5%
Cc1nc(SCC#N)c2c3c(sc2n1)CCC3 | 0.5% | -5% | 0% | -7% | 3%[57.1 µM] | 4%[57.1 µM] | -2% | -21% | -1%
O=C(Cc1cccc(NC(=O)C2CCCN(C(=O)CCc3ccccc3)C2)c1)Nc1ccc(C(=O)N2CCOCC2)cc1 (stereo not given) | nt | -4% | 15% | -10% | 15% | -2% | -10% | -25% | -2%[38.3 µM]
COCCCNC(=S)N1CCN(c2nc(-c3ccccc3)cs2)CC1 | 0.1% | 4% | -2% | -36% | 7% | 0% | 1% | ? | -1%
CCC(C)n1c(SCC(=O)Nc2cc(C)on2)nc2ccccc2c1=O (stereo not given) | 0.5% | ? | 0% | -30% | 4% | -2% | nt | -20% | 3%
CCOC(=O)N/N=C\c1ccc(OC/C=C/c2ccccc2)c(OC)c1 | 1.7% | 1% | 13% | -26% | -3% | -4% | -4% | -25% | 7%
Cc1ccc(S(=O)(=O)c2nc(N3CCOCC3)sc2Cl)cc1 | 0.1% | -11% | -29% | -19% | 9%[57.1 µM] | 11%[57.1 µM] | -11% | -17% | 3%
CCC(=O)N1CCc2cc(S(=O)(=O)N3CCc4ccccc43)ccc21 | 4.4% | 2% | -14% | 8% | -9% | 5% | 3% | -5% | 4%
CC(C)n1cnc2cc(NCc3nc4ccccc4n3C)ccc21 | 0.6% | -6% | 8% | 16% | 1% | 2% | -1% | 2% | -9%
Cc1cccc(C(=O)Oc2ccc(/C=N/NC(=O)c3ccccc3O)cc2)c1 | 6.1% | -16% | -4% | -13% | 17% | 2% | 5% | -16% | 5%
Cc1sc2ncnc(N3CCN(S(=O)(=O)c4ccc(C(C)(C)C)cc4)CC3)c2c1C | nt | -2% | 313%[activator] | 37% | 28% | 0% | 0% | -4% | -3%
COc1cc(-c2nnc(SCC(=O)N3CCCc4ccccc43)o2)cc(OC)c1OC | 5.3% | -11% | 9% | 2% | 0% | -6% | 0% | ? | 5%
CCN1CCN(C(c2cccc(OC)c2)c2sc3nc(C)nn3c2O)CC1 (stereo not given) | -0.2% | 1% | -15% | 13% | -6% | -7% | 3% | 0% | 4%
CCOC(=O)N1CCc2c(sc3c2c(=O)n(-c2ccc(Cl)cc2)c(=O)n3CC(=O)c2ccc(F)cc2)C1 | 2.2% | -6% | -14% | -5% | 2% | 7% | ? | -8% | -12%
COC(=O)Cc1nc(Nc2ccccc2)sc1C | -2.5% | -1% | 309%[activator] | 4% | 20%[57.1 µM] | 8%[57.1 µM] | 7% | -25% | 10%
OC(c1ccccc1)c1cccnc1 (stereo not given) | 0.6% | 1% | -30% | -8% | 3% | -7% | 2% | -3% | 3%
COc1cccc(C(=O)Nc2cccc(-c3nnc(-c4ccco4)o3)c2)c1 | -0.1% | -1% | -4% | 2%[11.4 µM] | 17%[57.1 µM] | 7%[57.1 µM] | 0% | -25% | 0%
O=C1c2ccccc2C(=O)N1CC1c2ccccc2CCN1C(=O)N1CCOCC1 (stereo not given) | 0.9% | 2% | nt | -3% | -8% | -7% | -7% | -10% | 5%
O=C1CCCC2=C1C(c1ccccc1)CC(=O)N2c1ccc(F)cc1F (stereo not given) | -0.9% | 1% | -4% | 7% | 31%[activator][57.1 µM] | -16%[57.1 µM] | 8% | -19% | 5%
CC(C)(Oc1ccc(Cl)cc1)C(=O)NC1CCN(Cc2ccccc2)CC1 | -0.5% | 2% | -2% | 4% | 9%[57.1 µM] | 4%[57.1 µM] | -21% | -16% | 2%

Single records (already shown). Order of screens: RXFP1 ag, Vif-APOBEC3G blk, 12-LOX inh, RGS4 inh, TrxR1 inh, TrxR1 substrate, Vif-A3F inh, USP1 inh, mIDH1 inhibitor
Profile of O=C1CCCC2=C1C(c1ccccc1)CC(=O)N2c1ccc(F)cc1F (stereo not given) : -0.9%, 1%, -4%, 7%, 31%[activator][57.1 µM], -16%[57.1 µM], 8%, -19%, 5%
Profile of CCN1CCN(C(c2cccc(OC)c2)c2sc3nc(C)nn3c2O)CC1 (stereo not given) : -0.2%, 1%, -15%, 13%, -6%, -7%, 3%, 0%, 4%

The listing continues.
SMILES | RXFP1 ag | Vif-APOBEC3G blk | 12-LOX inh | RGS4 inh | TrxR1 inh | TrxR1 substrate | Vif-A3F inh | USP1 inh | mIDH1 inhibitor
CCCCn1nc2cc(C(=O)NCc3ccc4c(c3)OCO4)ccc2c1OCC | 0.0% | -3% | -25% | -14% | 2%[57.1 µM] | 38% | -5% | -23% | 6%
CCOC(=O)c1c(S(=O)(=O)N2CCC(C)CC2)c(C)n(C)c1C | 0.0% | 1% | 8% | -20% | 34% | 18% | -11% | -22% | 3%
CC(C)c1ccccc1NC(=O)COC(=O)c1cc([N+](=O)[O-])ccc1N1CCOCC1 | 2.6% | 1% | -30% | -6% | 38%[activator][57.1 µM] | 16%[57.1 µM] | 4% | -1% | 0%
COc1ccc(CNC(=O)c2ccc(Cl)c(S(=O)(=O)N3CCOCC3)c2)cc1OC | 0.7% | 11% | nt | 7% | 16% | 4% | 3% | -15% | 5%
COc1ccccc1NS(=O)(=O)c1cc(C(=O)NCC(c2ccc(F)cc2)N2CCOCC2)ccc1C (stereo not given) | 0.2% | 1% | -5% | -10% | -13% | -11% | 6% | 2% | -3%
O=C(c1ccccc1)c1ccccc1N1C(=O)C=CC1=O | 1.7% | -21% | 7.9µM* | ? | 2.2µM* | 13%[57.1 µM] | 7% | 6% | 6%
O=C(N/N=C/c1cccc(O)c1)c1ccc(NC(=O)C2CCCCC2)cc1 | -0.3% | 0% | 472%[activator] | -31% | 4% | 0% | -10% | -12% | 0%
Cc1nn(C2CCS(=O)(=O)C2)c(Cl)c1/C=C/C(=O)OCC(=O)Nc1ccccc1[N+](=O)[O-] (stereo not given) | 3.9% | 0% | -11% | -40% | 6%[57.1 µM] | 3%[57.1 µM] | 16% | -14% | 2%
COc1cccc(C(=O)Nc2nc(SCc3ccc(Cl)cc3)n[nH]2)c1 | 1.1% | -12% | -18% | -37% | 24%[57.1 µM] | -13%[57.1 µM] | -7% | -4% | 6%
COc1cccc(-c2nn(-c3ccccc3)cc2/C=C\C(=O)c2cccs2)c1 | 4.0% | -15% | -1% | 1% | -8% | -1% | -12% | -1% | 2%
CC(OC(=O)c1cc(=O)c2cc(Cl)ccc2o1)C(=O)N1CCCC1 (stereo not given) | 1.2% | -2% | 14% | 2% | 2% | -3% | 9% | -18% | 0%
COc1cc(C=O)ccc1OCCOCCOc1ccc(Cl)cc1 | 6.2% | -1% | 0% | -26% | 6% | 7%[57.1 µM] | -7% | -7% | 2%
CC1CCCCN1c1ncnc(N)c1[N+](=O)[O-] (stereo not given) | -0.8% | 6% | -1% | -3% | 10%[57.1 µM] | -11% | 2% | -7% | -3%
COc1ccc(N(C)S(=O)(=O)c2ccc(Cl)c(C(=O)NCCc3ccc(Cl)cc3)c2)cc1 | 1.2% | 4% | ? | 4% | 3%[57.1 µM] | -2%[57.1 µM] | 1% | -14% | -4%
COc1ccccc1NC(=O)COc1ccccc1C(=O)Nc1ccccc1 | 2.9% | -8%&-4% | -22% | -9% | 31%[57.1 µM] | 10%[57.1 µM] | 4% | -8% | 3%
CCc1ccccc1NC(=O)c1ccc(F)c(S(=O)(=O)N2CCN(c3ccccc3OC)CC2)c1 | -0.5% | 11% | -13% | -1% | 7%[57.1 µM] | -2%[57.1 µM] | 6% | -24% | 6%
CCCCN(C(=O)CCC(=O)OCC(=O)NCc1ccccc1)c1c(N)n(CCC)c(=O)[nH]c1=O | -1.2% | 2% | -8% | -17% | 14% | 4% | 6% | -23% | 8%
Cc1ccc(C(=O)N2CC(=O)NC(=O)C2)cc1 | 0.6% | -9% | 1% | 10%[56.9 µM] | -1% | -6% | -7% | -19% | -12%
CCC(C)(C)NC(=O)C(c1ccccc1)N(Cc1cccs1)C(=O)Cn1nnc2ccccc21 (stereo not given) | nt | 2% | 138%[activator] | -9% | 23% | 5% | 0% | -8% | ?
Cc1nc(Nc2ccccc2Cl)sc1C(=O)Nc1ccccc1 | 1.5% | -8% | -23% | -21% | -22% | -16% | 6% | -11% | 2%
CCN(CC)S(=O)(=O)c1ccc(C(=O)NC(C)(C)C)cc1 | 1.3% | 2% | 12% | 13% | -6%[57.1 µM] | -4%[57.1 µM] | 15% | -5% | 21%

Screens from PubChem.

The list is partial (hit frequency here may not be typical).
